GLS inhibitor = qHTS for Inhibitors of Glutaminase (GLS); Potency, µM (series often up to 45.5 µM), without a hit: at the top dose activity change, negative = inhibition, actives largely listed as inhibitors; GLS enzymatic activity, qHTS titration; Glutaminase kidney isoform, mitochondrial (Homo sapiens), O94925; actives 0.21% (n = 410,000)
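Enzyme dispensed in phosphate buffer (45 mM, pH 8.2, 0.02% Tween-20), compounds pinned in, then 1 mM L-glutamine solution and the glutamate oxidase–HRP–Amplex Red mix added; fluorescence read immediately and again after 30 min at room temperature.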
G9a block = qHTS Assay for Inhibitors of Histone Lysine Methyltransferase G9a | Histone-lysine N-methyltransferase EHMT2 (Homo sapiens), Q96KQ7 | G9a H3K9 monomethylation, AlphaScreen, 2 h | Potency, µM (series often up to 102 µM), for inactives: top-dose activity, negative = inhibition, hits mostly inhibitors | actives 8.8% (n = 350,000) | AID 504332, 2011; note: nearly all actives have a fitted effect of over 75% in size
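Readings reflect AlphaScreen signal from monomethyl-H3K9 antibody detection. HMT at 20 nM; substrate b-H3K9 500 nM; cofactor SAM 20 uM; 2 h RT reaction; compounds tested as titrations in qHTS with 15 min preincubation.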
BAZ2B inh = qHTS Assay for Inhibitors of BAZ2B. Bromodomain adjacent to zinc finger domain protein 2B (Homo sapiens), Q9UIF8. AlphaScreen BAZ2B-H3K14Ac peptide displacement. Potency, µM (titrated, usually from 114 µM), without a hit: at the top dose activity change, negative = inhibition, usual class: inhibitors. actives 4.4% (n = 360,000); note: nearly all actives have a fitted effect of over 60% in size
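AlphaScreen luminescence quantifies BAZ2B engagement of H3K14Ac peptide; the protein and biotinylated peptide are both at 50 nM final, buffer PBS pH 7.4 with 0.01% Tween-20, all steps at room temperature.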
Pin1 inh = qHTS Assay to Find Inhibitors of Pin1; Pin1 FP peptide displacement, HiFluor488, 10 min; actives 0.009% (n = 390,000); AID 504891, 2011; Potency, µM (doses to about 115 µM), without a hit: at the highest dose activity, negative = inhibition, hits mostly inhibitors; Peptidyl-prolyl cis-trans isomerase NIMA-interacting 1 (Homo sapiens), Q13526; active = well fitted inhibition curve with a large enough effect in the polarisation, with a control signal flat, not every such curve was filed as active; inconclusive = small, poorly fitted or top-dose-only effect, or effect the other way, or a change in a side signal; inactive = no such curve, though single readings can be large or run the other way; the % refers to the polarisation
Active calls of the source: *; ? = inconclusive; · = no result given; & = joins results of further samples; [ ] = remark or other dose. Unless noted, calls come from the whole dose curve; as a rule, active = well fitted curve in the direction sought with a large enough effect; inconclusive = small, poorly fitted or top-dose-only effect, or another doubt; inactive = no such curve, though single readings can be large; an effect the other way counts as inactive or inconclusive. % is set by controls: 0 for no effect and ±100 for the full control effect; potency is the fitted concentration of half-maximal effect.

SMILES	GLS inhibitor	G9a block	BAZ2B inh	Pin1 inh
Cn1cccc1C(=O)N1CCC2(CCCN(c3ccccc3)C2)CC1	·	1%[12.7 µM]	·	·
O=C(c1cnccn1)N1CCC2(CCCN(Cc3ccncc3)C2)CC1	·	9%[12.7 µM]	·	·
O=C(c1cccc(F)c1)N1CCC2(CCCN(c3ccc(-c4ccccc4)cc3)C2)CC1	·	-3%[12.7 µM]	·	·
CN1CCN(c2ncncc2-c2ccccc2C(F)(F)F)CC1	·	23%[0.501 µM]	·	·
COc1ccc(Oc2ncc3ncc(=O)n(Cc4cccc(OC)c4)c3n2)cc1	·	-3%[12.7 µM]	·	·
CC(=O)N1CCC2(CC1)CCN(C(=O)Nc1cccc(C#N)c1)CC2	·	-5%[12.7 µM]	·	·
CCCCC/C=C\C/C=C\CCCCCCCC(N)=O	·	16%[59 µM]	·	·
Cc1nc2cnc(Oc3ccccc3)nc2n(Cc2cccs2)c1=O	·	10%[0.501 µM]	·	·
O=C(c1ccncc1)N1CCC2(CCCN(Cc3ccncc3)C2)CC1	·	9%[12.7 µM]	·	·
Cc1cc(F)c(Nc2ncnc3cc(OCc4ccccc4)ccc23)cc1O	·	?	·	·
COc1ccc(CNc2ncnc3ccc(-c4ccc5c(c4)OCO5)cc23)c(OC)c1	·	-1%[0.501 µM]	·	·
CC(=O)OC1CCC2(C)C3=C(CCC2C1(C)C)[C@@]1(C)CCC(C(C)CCC=C(C)C)[C@@]1(C)CC3 (stereo partly drawn)	·	-6%[2.33 µM]	·	·

SMILES	GLS inhibitor	G9a block	BAZ2B inh	Pin1 inh
O=C(Nc1ccccc1)N1CCCC2(CCN(C(=O)c3ccco3)CC2)C1	·	9%[12.7 µM]	·	·
C=NCc1cc2c(OC[C@@H](O)CNC(C)(C)C)cccc2[nH]1	·	29%[59 µM]	·	·
CCNc1ncc2nc(-c3ccc(OC)cc3)c(=O)n(CCC#N)c2n1	·	9%[0.501 µM]	·	·
COc1ccc(CNc2nc(-c3cccnc3)nc3ccccc23)c(OC)c1	·	-25%[0.501 µM]	·	·
COc1ccccc1CNc1ccnc(-c2ccc(N(C)C)cc2)n1	·	1%[0.501 µM]	·	·
O=C(Nc1cccc(F)c1)N1CCC2(CC1)CCN(C(=O)c1ccco1)CC2	·	-1%[12.7 µM]	·	·
COc1ccc2[nH]cc(CCNc3cc(-c4cccc(C#N)c4)ncn3)c2c1	·	-29%[0.501 µM]	·	·
O=C(O)c1ccncc1	·	27%[59 µM]	·	·
CN(C)c1ncc2nc(-c3ccccc3)c(=O)n(CCC#N)c2n1	·	2%[0.501 µM]	·	·
Cc1ccc(/C(=C/CN2CCCC2)c2ccccn2)cc1	·	-3%[21.5 µM]	·	·
COc1cc2ncc(-c3ccccc3)nc2cc1OC	·	50%&42%[59 µM]	·	·
Cc1cc2oc(=O)cc(-c3ccccc3)c2c(C)c1-c1sccc1C=O	·	11%	·	·

SMILES	GLS inhibitor	G9a block	BAZ2B inh	Pin1 inh
CC(=O)N1CCN(C)CC1	·	13%[59 µM]	·	·
N#Cc1ccccc1-c1ccc2ncnc(NCc3cccs3)c2c1	·	8%[0.501 µM]	·	·
O=C(c1csnn1)N1CCC2(CC1)CCN(C(c1ccccc1)c1ccccc1)CC2	·	1%[12.7 µM]	·	·
Cc1ccccc1-c1nc(NC2CC2)c2ccccc2n1	·	-4%[0.501 µM]	·	·
COc1ccc(Oc2ncc3ncc(=O)n(C4CC4)c3n2)cc1	·	5%[0.501 µM]	·	·
O=C1NN(c2ccc(F)cc2)C(=O)/C1=C\c1cnn(-c2ccccc2)c1	·	·	-9%	·
N=C1c2ccccc2CN1c1ccc(N2CCOCC2)c(S(=O)(=O)Nc2ccc(Cl)cc2)c1	·	·	?	·
O=C(Nc1ccnn1C1CCN(Cc2cc3ccccc3[nH]2)CC1)C1CCOC1 (stereo not drawn)	·	·	-6%	·
Cc1ccc(C(=O)N2CCN(c3ncnc4c(-c5ccccc5)nsc34)CC2)cc1	·	·	-7%	·
CN1CCc2c(sc(NC(=O)c3ccc(S(=O)(=O)N4CCc5ccccc54)cc3)c2C(N)=O)C1	·	·	?	·
O=c1c(C=NCCN2CCNCC2)c(-c2ccccc2)[nH]n1-c1ccc([N+](=O)[O-])cc1	·	·	-7%	·
CCOc1cccc(/C(O)=C2/C(=O)C(=O)N(CCN3CCOCC3)C2c2ccncc2)c1 (stereo not drawn)	·	·	?	·

SMILES	GLS inhibitor	G9a block	BAZ2B inh	Pin1 inh
CCN1CCN(CCCNC(=O)C(NC(=O)C2CCC(C)CC2)C(C)C)CC1 (stereo not drawn)	·	·	5%	·
O=C(CSc1nc2[nH]ncc2c(=O)n1-c1ccccc1)N1CCCCCC1	·	·	9%	·
CCCOC(=O)c1ccc(NC(=O)c2cn(CC)c3nc(C)ccc3c2=O)cc1	·	·	-1%	·
O=C1OC2(CCCCC2)CC2=C1C1O[C@](c3ccsc3)(Cc3c1ccc1ccccc31)O2	·	·	-4%[22.9 µM]	·
O=S1(=O)CCOCCN1Cc1ccc(Cl)cc1Cl	·	·	0%	·
Cc1cc(NC(=O)CN2CCN(Cc3ccccc3)CC2)nc2c1c(=O)oc1ccccc12	·	·	-6%	·
Cc1ccc(NC(=O)c2ccc(OCc3c(C)noc3C)cc2)cc1	·	·	5%	·
CC1(C)NC(=O)N(CCCCOc2ccccc2[N+](=O)[O-])C1=O	·	·	0%	·
CCCCCCCCNC(=O)c1ccc(C)cc1	·	·	10%	·
Cc1ncc(CO)c2c1Oc1nc(-c3ccccc3)nc(SCC(=O)N(C)c3ccccc3)c1C2	·	·	?	·
O=C(Nc1ccccc1)O[C@@H]1C[C@H]2CCC(=O)N3CC[C@@H](C1)[C@@H]23	·	·	5%	·
CC(C)N(Cc1ccc(F)cc1)C(=O)c1cc2ccccc2oc1=O	·	·	-7%	·

SMILES	GLS inhibitor	G9a block	BAZ2B inh	Pin1 inh
COc1ccc2nc3sc(C(=O)NCc4cccs4)c(N)c3cc2c1	·	·	1%	·
O=C(Nc1ncccn1)c1ccc([N+](=O)[O-])cc1Cl	·	·	1%	·
O=c1[nH]cc(N=Cc2cc([N+](=O)[O-])ccc2O)c(=O)[nH]1	·	·	-2%	·
CCCCn1c(C)cc2c(c1=O)C1O[C@](c3ccsc3)(Cc3cc(OC)c(OC)cc31)O2	·	·	-5%[22.9 µM]	·
O=C(N/N=C/c1cc([N+](=O)[O-])ccc1O)c1cccc2ccccc12	·	·	3%	·
CN(C)c1ncc(/C=C2/C(=O)NC(=S)N(C3CCCCC3)C2=O)cn1	·	·	?	·
NN=C1c2cc([N+](=O)[O-])ccc2-c2ccc([N+](=O)[O-])cc21	·	·	-11%	·
CCCN1CCC(NC23CC4CC(CC(C4)C2)C3)CC1	·	·	5%	·
Cc1ccc(NS(=O)(=O)c2cccc(C(=O)NN3CCOCC3)c2)cc1	·	·	-15%	·
Cc1cc2c(c(=O)n1-c1ccccc1)C1O[C@](c3ccsc3)(Cc3ccccc31)O2	·	·	?	·
Cc1ccc(S(=O)(=O)N(CC(=O)NCCSCc2ccco2)c2ccc(F)cc2)cc1	·	·	?	·
Cn1/c(=N/N=C/c2ccc([N+](=O)[O-])cc2)sc2ccccc21	·	·	12%	·

SMILES	GLS inhibitor	G9a block	BAZ2B inh	Pin1 inh
O=C(NCCCN1CCOCC1)c1ccc(Br)cc1Br	·	·	-2%	·
O=S(=O)(c1ccccc1)N1CCCc2ccccc21	·	·	27%	·
CC(C)c1ccccc1NS(C)(=O)=O	·	·	-6%	·
Clc1ccc(NCc2ccsc2)cc1	·	·	-8%	·
CC1=C(C)CC(C(=O)NCc2cccc(Cl)c2)C(C(=O)O)C1 (stereo not drawn)	·	·	5%	·
Cc1ccc2oc(=O)c3cc(C(=O)N4CCN(C(=O)c5ccco5)CC4)sc3c2c1	·	·	-18%	·
CCSc1ncnc2c1sc1nc(-c3ccco3)c3c(c12)CC(C)(C)OC3	·	·	-2%	·
Oc1ccccc1-c1cc(C(F)(F)F)[nH]n1	·	·	-12%	·
O=c1c2ccccc2nc2sc(NCc3ccc(Sc4ccccc4)cc3)nn12	·	·	·	?
O=c1c2ccccc2nc2sc(NCc3ccc([S+](=O)([O-])c4ccccc4)cc3)nn12	·	·	·	-2%
CN(C)c1cccc(-c2ncnc(N3CCC(C(N)=O)CC3)n2)c1	·	·	·	-23%
O=c1c2ccccc2nc2sc(Nc3ccc4c(c3)OCO4)nn12	·	·	·	-2%

SMILES	GLS inhibitor	G9a block	BAZ2B inh	Pin1 inh
CS(=O)(=O)N1CCN(c2nc(-c3ccc(Br)cc3)cs2)CC1	·	·	·	-3%
COc1ccc2c(=O)n3nc(Nc4ccc5c(c4)CCC5)sc3nc2c1	·	·	·	-4%
CC(=O)Nc1sc2c(c1-c1nc3ccccc3s1)CCSC2	·	·	·	?
NC(=O)C1CCN(c2ncc(-c3ccc(Br)cc3)s2)CC1	·	·	·	2%
CC(=O)C1CCN(c2ncc(-c3ccc4c(c3)OCCCO4)s2)CC1	·	·	·	2%
COc1ccc2c(=O)n3nc(Nc4cccc(N5CCN(C)CC5)c4)sc3nc2c1	·	·	·	?
CN(C)c1cccc(-c2cc(N3CCC(C(N)=O)CC3)ncn2)c1	·	·	·	-2%
CCOC(=O)C1CCN(c2ncc(-c3ccc4c(c3)OCCCO4)s2)CC1	·	·	·	-2%
O=C(O)C1CCN(c2nc(-c3ccc(Br)cc3)cs2)CC1	·	·	·	2%
NC(=O)C1CCN(c2nc(-c3ccc(OC(F)(F)F)cc3)cs2)CC1	·	·	·	-19%
O=c1c2ccccc2nc2sc(NCc3ccc(Oc4ccccc4)cc3)nn12	·	·	·	6%
CC(C)N1CCc2c(sc(NC(=O)C3CCCC3)c2-c2nc3ccccc3s2)C1	·	·	·	?

SMILES	GLS inhibitor	G9a block	BAZ2B inh	Pin1 inh
CN1CCN(Nc2nn3c(=O)c4ccccc4nc3s2)CC1	·	·	·	1%
CN1CCN(c2nn3c(=O)c4ccccc4nc3s2)CC1	·	·	·	-4%
CCc1cccc(Nc2nn3c(=O)c4ccccc4nc3s2)c1	·	·	·	?
CN(C)c1cccc(-c2nc(N3CCC(C(N)=O)CC3)ncc2F)c1	·	·	·	-2%
NC1CCN(c2nc(-c3ccc(Br)cc3)cs2)CC1	·	·	·	-16%
CC(=O)Nc1sc2c(c1-c1nccs1)CCNC2	·	·	·	25%
Nc1nc(N)c2c(OCC3CCN(Cc4ccccc4F)CC3)cccc2n1	·	·	·	-2%
CC(=O)NC1CCN(c2nc(-c3ccc(Br)cc3)cs2)CC1	·	·	·	0%
CCCCC/C=C/C/C=C/CCCCCCCC(=O)NC(C)c1ccccc1 (stereo not drawn)	2%	·	·	·
CCCCCCCCCCCCCCCCSCC(COC)COP(=O)([O-])OCC[N+](C)(C)C (stereo not drawn)	2%	·	·	·
CCC(C)C(C(=O)OCC[N+](C)(CC)CC)c1ccccc1 (stereo not drawn)	-1%	·	·	·
CC(CSC(=O)c1ccccc1)C(=O)N1CC(Sc2ccccc2)CC1C(=O)O (stereo not drawn)	3%	·	·	·

SMILES	GLS inhibitor	G9a block	BAZ2B inh	Pin1 inh
OC1c2c(F)cccc2N=C2CCCCCN21 (stereo not drawn)	16%	·	·	·
OCC(O)COc1ccc(Cl)cc1 (stereo not drawn)	-7%	·	·	·
C=C1C(=CC=C2CCC[C@]3(C)[C@@H]([C@H](C)C=C[C@H](C)C(C)C)CC[C@@H]23)C[C@@H](O)C[C@@H]1O	-2%	·	·	·
C[C@H]1C[C@H]2[C@@H]3CCC4=CC(=O)C=C[C@]4(C)[C@@H]3C(=O)C[C@]2(C)[C@@]1(O)C(=O)CO	10%	·	·	·
CC#CCC(C)[C@H](O)/C=C/C1[C@H](O)C[C@@H]2C/C(=C\CCCC(=O)O)C[C@H]12 (stereo partly drawn)	-7%	·	·	·
N=C(N)c1ccc(OCCCOc2ccc(C(=N)N)cc2Br)c(Br)c1	4%	·	·	·

Bioassay records: PubChem, National Center for Advancing Translational Sciences (NCATS)

Only part of the results is shown; the hit share may differ from the screen's.
